Pf Dd2 growth – inhibitors of Plasmodium falciparum Dd2 growth. P. falciparum Dd2 growth, SYBR Green, 72 h. Potency, µM (doses to about 28.9 µM), without a hit: top-dose activity, negative = inhibition, hits mostly inhibitors. 120,000 tested, 4.3% active; active = well fitted inhibition curve with a large enough effect; inconclusive = small, poorly fitted or top-dose-only effect; inactive = no such curve, though single readings can be large or run the other way;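 note: plate controls were DMSO vehicle for no effect and reference drug for full effect; nearly all actives have a fitted effect of over 65% in size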
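Infected erythrocytes (Dd2, 0.3% parasitemia, 2.5% hematocrit final) are added to compound in RPMI-1640/Albumax II medium, grown 72 h at 37C in low oxygen, then lysed with saponin/Triton-X containing SYBR Green and read by fluorescence.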
* = called active by the depositor; i = inactive; ? = inconclusive; [ ] = dose if it differs, or a comment. Potency is the fitted concentration of half-maximal effect. The list is partial (hit frequency here may not be typical).

Molecule | Pf Dd2 growth
O=C(Nc1ccccc1F)N1CC(c2nc(CCOCC3CC3)no2)C1 | -6%
COc1ccccc1N1CCN(CC(O)COc2ccc(C)cc2C(C)(C)C)CC1 (stereo unspecified) | 8.9µM*
CCOC(=O)C1=C(C)N=C2SC=C(CC(=O)N3CCCC3)N2C1c1cccc(F)c1 (stereo unspecified) | i
CS(=O)(=O)N1CCCC(C(=O)NCCc2cccnc2)CCNC(=O)CC1 (stereo unspecified) | 23%
COc1ccccc1CNC(=O)Cn1c(=O)oc2ccccc21 | 21%
CCN1CCCC2(Cc3ccccc3CN(C(=O)c3ccccc3)C2)C1 (stereo unspecified) | 10µM*
C[C@@H](NC(=O)N1CCOC[C@H]1c1ncc(-c2ccc(F)cc2)[nH]1)c1ccccc1 | i
Cn1cccc1C(=O)NC1CCc2nn(C)c(=O)n2CC1 (stereo unspecified) | 26%
Cc1csc2nc(-c3cccc(NC(=O)c4cccc(F)c4)c3)cn12 | -4%
Cc1ccc(NC(=O)CN2C(=O)CCc3ccccc32)cc1C | ?
Cc1nc(-c2ccc(C(F)(F)F)cc2)cc([C@H]2CN3CC[C@H]2C[C@@H]3CNC(=O)CCCC(=O)O)n1 | -3%
COc1ccc(S(=O)(=O)N[C@H]2C[C@@H](c3nc(-c4cnccn4)no3)N(C)C2)cc1 | -23%[44.1 µM]
Cc1ccc(C(=O)N2CCC3(CC2)CC(=O)c2ccc(Cl)cc2O3)cc1 | -3%
Cc1ccc(C2Cn3nnc(C(=O)N4CCC(C(=O)NCc5cccnc5)CC4)c3CO2)cc1 (stereo unspecified) | -18%
Cc1ccccc1NC(=O)Cn1nnc(C(=O)NCCc2ccccc2)c1N | -1%
CC(C)n1c(C2CCN(C(=O)c3cn[nH]c3-c3ccc(F)cc3)CC2)nn(C)c1=O | 16%
OCc1cc(CC2(NCc3ccc(C(F)(F)F)cc3)COC2)no1 | -9%[44.1 µM]
O=C(N[C@H]1CCN2C(=O)c3ccccc3NC(=O)[C@@H]2C1)c1cccs1 | ?
CCC(C)NC(=O)Cn1nc(C)c2sc(-c3ccccc3)nc2c1=O (stereo unspecified) | i
CC(C)C(=O)NCC(=O)N1CCC2(CC1)Nc1ccccc1NC2=O | 8%
Cc1nn(-c2ccccc2)c(Oc2ccc(F)cc2F)c1CCC(=O)NCC1CC1 | -16%
CCc1ccccc1NC(=O)Cn1nc(C)c2nn(-c3ccc(Cl)cc3)c(C)c2c1=O | -3%
COc1cccc(C(=O)N2CC(Oc3ccccc3-c3nc(-c4ccccc4)no3)C2)c1 | ?
CC(C)(C)c1nc(C(=O)NCc2ccc(F)cc2)n2ccccc12 | -10%
CCN(CC)CCNC(=O)CCc1cc2cc(OC)ccc2[nH]c1=O | 31%[activator]
COCCN1C(=O)[C@@H]2C[C@@H](CN2CC2CC2)Oc2ccccc21 | -6%[44.1 µM]
COCCCNC(=O)c1ccc2c(c1)nc(C)n2-c1cccc(C)c1 | -16%
COc1ccc(NC(=O)c2cc(C3CC3)nc3c2c(C)nn3-c2ccccc2)c(OC)c1 | 10%
CCOCCn1ccc2c(OCC(=O)Nc3ccc(C(N)=O)cc3)cccc2c1=O | 31%[activator]
COCCN1C(=O)CC[C@]2(C(=O)NCc3cccc(F)c3)CCCC[C@@H]12 | -13%
O=c1n(-c2ccc([N+](=O)[O-])cc2)nc2n1CCN(Cc1ccc(C(F)(F)F)cc1)C2 | i
CCc1nccn1CC(=O)Nc1nn(C)c2cccc(Oc3cccnc3)c12 | -11%
COCC(=O)NC[C@@H]1C=C(C)[C@H](CC(=O)O)C[C@H]1C(C)C | 20%[44.1 µM]
CCCCn1c(=O)c2oc3ccccc3c2n(Cc2cccc(F)c2)c1=O | ?
C[C@@]1(O)CCN(c2ncccc2C(=O)c2nccs2)C[C@@H]1O | -4%
CCn1c(CN2CCCCC2)nc2cc(NC(=O)COc3ccccc3C(C)(C)C)ccc21 | ?
CCCS(=O)(=O)N1CCC(N2C(=O)C3(CCCCC3)C2c2ccncc2)CC1 (stereo unspecified) | ?
CN(Cc1cccnc1)c1nc2c(c(=O)[nH]1)CCN(Cc1cccc(Cl)c1F)CC2 | -27%[5.79 µM]
COc1cccc(Cn2c(C)c(CNCc3ccccc3Cl)c(C(=O)O)c2C)c1 | 14%
COc1ccc(NC(=O)C2=NO[C@@H]3CN(c4cccnc4)C[C@H]23)cc1 | -2%[44.1 µM]
Fc1ccc2c(c1)nc1n2[C@@H](CNCc2ccccn2)COC1 | i
CC(C)c1nc2c(c(-c3ccc(Cl)cc3)n1)CCN(Cc1ccccc1)CC2 | ?
N#Cc1ccc(C(=O)N2CCC3(CC2)NC(=O)N(Cc2ccc(Cl)cc2)C3=O)cc1 | -17%
CN1CCCCCC(O)c2cc(C(=O)NCCCc3ccccc3)ccc21 (stereo unspecified) | -18%
CN(C)C[C@@H]1CN(c2ccncn2)C[C@H]1NC(=O)c1cccn1C | -20%
CCCc1ccc(S(=O)(=O)N(CCC)CC2CCOC2)cc1 (stereo unspecified) | 22%[5.79 µM]
COc1ccccc1NC(=O)Cn1c(=O)n(CC2CCC(C(=O)NCCc3ccccc3)CC2)c(=O)c2ccccc21 (stereo unspecified) | ?
Cc1cc2ncc(C(=O)NCc3cccc(F)c3)cn2n1 | 0%[44.1 µM]
O=C(Nc1ccccc1)N1C[C@@H]2C[C@H](C1)c1ccc(-c3cccc(C(F)(F)F)c3)c(=O)n1C2 | -2%
CCOc1ccccc1CNC(=O)CSc1n[nH]c(-c2ccccc2)n1 | -10%
COc1ccc(CNC(=O)c2c(C)noc2-c2cc(OC)cc(OC)c2)cc1 | -15%
O=C(CC1CCN(C(=O)c2ccco2)C1)N1CCOCC1 (stereo unspecified) | 36%
COCCNC(=O)C(NC(=O)c1ccccc1F)C1CCN(C(=O)c2ccccc2F)CC1 (stereo unspecified) | i
Cn1ncc(N2CCC(NC(=O)Cc3cccs3)CC2)cc1=O | i
Cc1ccc(CNC(=O)NC2CCc3nn(CC4CC4)c(=O)n3CC2)cc1 (stereo unspecified) | -24%
CCc1ccc2ncc(S(=O)(=O)c3ccc(Cl)cc3)c(N3CCN(CC)CC3)c2c1 | ?

The results go on:
Molecule | Pf Dd2 growth
CCCC(=O)N1Cc2ccccc2CC2(CCCCN2CC)C1 (stereo unspecified) | 10µM*
COC[C@H]1CCCN1C(=O)CC[C@H]1CNC(=O)[C@@H]2[C@@H](CCN2Cc2ccc(OC)cc2)N1C | 3%
O=C(c1n[nH]c2ccccc12)N1CCC2(CC1)CC(N1CCCCC1)CCO2 (stereo unspecified) | -1%
O=C(c1ccccc1)N1CCC2(CC1)N=C(c1cccc(Br)c1)NO2 | i
COc1ccc(NC(=O)C2=C(C)Nc3nc(SCc4ccc(Cl)cc4)nn3C2c2cccc(OC)c2OC)cc1 (stereo unspecified) | i
N#Cc1ccc(CN2CC3(C2)NC(=O)c2ccccc2O3)cc1 | i
COCCNS(=O)(=O)c1cc(C(=O)O)cc(-c2c(OC)cccc2OC)c1 | -7%
O=C(NCCc1ccc(Cl)cc1)c1ccc(CSCc2ccc(Cl)cc2)o1 | -14%
COc1cccc(-c2cc(-c3c(C)noc3C)c3cncn3c2)c1OC | -19%[44.1 µM]
CCCNc1c(NC(=O)c2ccc(OCCC)cc2)c(=O)oc2ccccc12 | ?
COc1ccc(Cl)cc1NC(=O)Cn1nc(C(F)(F)F)c2c1CCC2 | 11%
CCc1ccc(C2NC(=O)c3[nH]nc(-c4cccc(OC)c4)c32)cc1 (stereo unspecified) | -10%
O=C([C@@H]1C[C@H](F)CN1C(=O)c1ccsc1)N1CCOCC1 | -1%
C[C@@H](Nc1ccc(-c2nc(CCCc3ccccc3)no2)cn1)C(N)=O | -2%
O=C(Cn1ccc2cc(S(=O)(=O)N3CCCC3)ccc21)NCc1ccc(Cl)cc1 | i
COCCN1C(=O)c2ccccc2C(C(=O)Nc2cc(OC)cc(OC)c2)C12CCCC2 (stereo unspecified) | 11µM*
CC1(C(=O)N2C[C@@H](COc3cccnc3)[C@H](c3ccccn3)C2)CC1 | 1%
O=C(CCSCCc1ccccn1)Nc1ccccc1C(F)(F)F | 14%
CCC(=O)OCc1cc(=O)n2nc(C3CC3)sc2n1 | i
CCCC1c2nccn2CCCN1C(=O)c1cccc(OC)c1OC (stereo unspecified) | 14%
O=C(c1ccc(Cl)cc1)N1CCC(n2cc(-c3ccccn3)[nH]c2=O)CC1 | -13%
CN1CCCCCC(O)c2cc(C(=O)N3CCN(c4ccccc4F)CC3)ccc21 (stereo unspecified) | i
COc1cc(C(=O)N2CCC(c3ccncc3)CC2)cc(OC)c1OC | -9%[5.79 µM]
CCOc1ccccc1C(=O)N1CCC[C@H]1c1nc(-c2ccc(C)cc2)no1 | i
O=C(Nc1ccc2nc(SCC(=O)N3CCCC3)sc2c1)c1ccc(F)cc1 | i
Cc1ccc(CNC(=O)NC2CCN(C(=O)N3CC4CC(C3)[C@H]3CCCC(=O)N3C4)CC2)cc1 (stereo partly specified) | i
O=C1N2CCCC2CN1C1CCN(Cc2ccc(F)cc2)CC1 (stereo unspecified) | -2%[44.1 µM]
CC(C)N1C(=O)C2(CCCCC2)C1C(=O)NC1CC1 (stereo unspecified) | i
O=C(NCCc1ccc(Cl)cc1)c1ccc2c(c1)N(Cc1ccccc1)CCS2 | 1%
COc1ccc(CN[C@H]2[C@H](O)[C@@H](N3CCC(C(N)=O)CC3)[C@@H]3OC[C@H]2O3)cc1 | i
CCOc1cccc(NC(=O)c2ccc(F)c(S(=O)(=O)N(CC)c3cccc(C)c3)c2)c1 | ?
O=C1CC2(CCN(C(=O)c3ccc(C(F)(F)F)cc3)CC2)Oc2cc(Cl)ccc21 | -4%

Exported with each value named: four of the compounds above
> O=C1CC2(CCN(C(=O)c3ccc(C(F)(F)F)cc3)CC2)Oc2cc(Cl)ccc21
- Pf Dd2 growth = -4%

> Cc1ccc(CNC(=O)NC2CCN(C(=O)N3CC4CC(C3)[C@H]3CCCC(=O)N3C4)CC2)cc1 (stereo partly specified)
- Pf Dd2 growth = i

> CC(C)N1C(=O)C2(CCCCC2)C1C(=O)NC1CC1 (stereo unspecified)
- Pf Dd2 growth = i

> O=C1N2CCCC2CN1C1CCN(Cc2ccc(F)cc2)CC1 (stereo unspecified)
- Pf Dd2 growth = -2%[44.1 µM]

The list goes on.
Molecule | Pf Dd2 growth
CN(C)C(=O)N1CCCCC12Cc1ccccc1NC2=O (stereo unspecified) | -3%[44.1 µM]
Cc1nc(-c2cn(C3CCCN(C(=O)c4cc5ccccc5[nH]4)C3)nn2)no1 (stereo unspecified) | -14%
O=C(CC1CCCCC1)NCCc1noc(C2CC2)n1 | 6%
CC(=O)N1CCC(N2C[C@@H]3OCC(=O)N(Cc4ccccn4)[C@@H]3C2)CC1 | 3%[44.1 µM]
COCCO[C@H]1C(=O)N(C2CCN(C(=O)c3ccc(OC)cc3)CC2)[C@H]1c1ccncc1 | -13%
O=C(c1ccc(Cl)cc1)N1CCC2(CC1)CC(c1cccnc1)=NO2 | 27%
CC1CCN(C(=O)C[C@@H]2c3nc(NC(=O)c4c(F)cccc4F)sc3C[C@@H]3[C@](C)(CO)[C@H](O)CC[C@]32C)CC1 | ?
CCc1cccc(C)c1NC(=O)Cn1c(=O)n(-c2ccc(F)cc2)c(=O)c2c1cc(C)n2C | 16%
O=C1NCN(Cc2ccc(Cl)cc2)C12CCN(Cc1ccc(OC(F)(F)F)cc1)CC2 | ?
COc1ccccc1-c1cc(-c2ccncc2)c2cncn2c1 | ?
O=C(c1ccc(Cl)cc1)N1CCc2sc(C(=O)N3CCOCC3)cc2C1 | i
COc1ccc(CNC(=O)[C@@H]2Cc3nc[nH]c3CN2Cc2ccc(OC)c3ccccc23)cc1 | ?
CN(C)C(=O)N1CCC2(CC1)CN(C(=O)CCCN)Cc1ccccc1O2 | 10%
CCOc1ccc(CNCCNC(=O)c2nonc2N)cc1 | 11%
CN(CC1CCOCC1)S(=O)(=O)c1ccc(Br)cc1 | 0%
COc1ccccc1N1CCN(c2c3c(nc4nncn24)CCC3)CC1 | 24%
CN1CC(=O)N(c2cccnc2)Cc2c1ncnc2N1CCC(c2ccccc2)CC1 | -15%
CN(C)CC1(O)CCCN(Cc2ccc(CCN)cc2)C1 (stereo unspecified) | -8%
O=C(CN1CCSc2ccccc21)N1CCCCC1 | 33%[activator]
CCCn1ncc(CN(C)CC2CCN(CCc3ccc(Cl)cc3)CC2)c1C | ?
CCn1ccc(C(=O)N2c3ccccc3CC2c2nc(C(C)C)no2)n1 (stereo unspecified) | 16%[5.79 µM]
CCCCNC(=O)C1CCc2sc(C(=O)N3CCOCC3)cc2C1 (stereo unspecified) | -2%
COC[C@H]1C[C@@H](NC(=O)c2cc(C(C)(C)C)oc2C)[C@H](O)[C@@H]1O | i
CCN1c2cc(C(=O)Nc3ccc(Cl)c(F)c3)ccc2C(=O)N2CCCCC21 (stereo unspecified) | -24%
CCc1noc(-c2cn(C3CCN(C(=O)c4cc(Cl)ccc4F)C3)nn2)n1 (stereo unspecified) | i
COCC1CN(C(C)=O)CC12CCN(C(=O)C1CC=CC1)CC2 (stereo unspecified) | i
O=C(O)c1ccc(CN2CCOC[C@H]2c2ncc(-c3ccc(Cl)s3)[nH]2)cc1 | i

Source: PubChem BioAssay
